Compound activity: PubChem, The Scripps Research Institute Molecular Screening Center
S1P3 antagonist – antagonists of human S1P3 receptor; 0.27% of 170,000 active; CHO S1P3 NFAT-BLA reporter, FRET fluorescence, antagonist mode; Q99500; inhibition, % at 4.98 µM;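 active = inhibition above the plate cutoff, the mean inhibition of test wells on that plate plus 3 SD, cut at about 28% in these data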;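 note: cells challenged with S1P at its EC80 of 0.8 µM; blue over green emission ratio from cleaved BLA substrate after 4 h stimulation; 0% = S1P-stimulated wells and 100% = unstimulated DMSO-only wells; some compounds past the cut are filed as inactive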
Target sequence (Q99500 whole entry, looked up): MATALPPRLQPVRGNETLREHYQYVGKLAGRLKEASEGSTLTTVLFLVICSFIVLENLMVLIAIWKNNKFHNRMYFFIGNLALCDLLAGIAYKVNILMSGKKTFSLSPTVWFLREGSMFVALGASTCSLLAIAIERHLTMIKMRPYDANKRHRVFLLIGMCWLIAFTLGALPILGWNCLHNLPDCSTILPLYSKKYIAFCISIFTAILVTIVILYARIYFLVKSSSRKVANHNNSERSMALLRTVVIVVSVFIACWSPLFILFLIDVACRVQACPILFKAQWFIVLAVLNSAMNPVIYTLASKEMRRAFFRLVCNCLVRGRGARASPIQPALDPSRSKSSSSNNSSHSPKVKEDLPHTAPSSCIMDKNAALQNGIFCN
An asterisk follows results filed as active.

S1P3 antagonist	compound
4.2	CCc1ccc(N2CN(Cc3ccco3)CNC2=S)cc1
-3.4	C=CCN=C1S/C(=C/c2ccc([N+](=O)[O-])cc2)C(=O)N1CC=C
7.5	C=CCn1c(-c2cc(-c3ccccc3)sc2N)n[nH]c1=S
7.7	CCN(CC)C(=O)Oc1ccc(Br)cc1C(=O)Nc1ccc(F)c(Cl)c1
-9.6	CCc1ccc(/C=N\n2cnnc2)cc1
0.9	COCCCNC(=O)c1cc(C)nn1-c1ccccc1
-6.9	COC(=O)c1ccc(C2NC(=O)c3c(sc(C)c3C)N2)cc1 (configuration not stated)
-1.8	C/C(CC1CC(C)(C)OC1=O)=N\NC(N)=S (configuration not stated)
20.0	CC1(C)Cc2cccc(C(=O)Nc3ccncc3)c2O1
2.5	COC(=O)C1=NN(c2ccc(OC)cc2)C2C(=O)N(c3ccccc3OC)C(=O)C12 (configuration not stated)
-1.0	O=C(Cn1nc(C(=O)O)c2ccccc2c1=O)Nc1ccc2c(c1)OCO2
-10.4	CN1C(=O)N(C)C2(C)CC1(C)N(C)C(=O)N2C
10.3	CC(C)(C)c1ccc(CCC2OCC(CN3CCOCC3)O2)cc1 (configuration not stated)
4.2	Cc1ccc(CCNC(=O)c2cc(-c3ccncc3)nc3ccccc23)cc1
5.3	CN(c1ccccc1)S(=O)(=O)c1cccc(NC(=O)c2cncc(Br)c2)c1
-12.7	O=S(=O)(Cc1noc(-c2ccccc2Cl)n1)c1ccccn1
-0.1	Cc1nn(CC(=O)c2ccc(Br)s2)c(C)c1[N+](=O)[O-]
4.0	CCCOC(=O)CCCN1C(=O)/C(=C2\SC(=S)N(CCCC(=O)OCCC)C2=O)SC1=S
1.8	CCOc1c(Br)cc(CNc2ccc(N3CCN(C(C)=O)CC3)cc2)cc1OC
-3.3	COC(=O)c1cc(=O)n(-c2c(Cl)cc(C(F)(F)F)cc2Cl)[nH]1
1.7	COc1ccccc1NC(=O)CSc1nnc(C2CCCCC2)n1-c1ccccc1
-4.7	CC(=O)Nc1ccc(NS(=O)(=O)c2c(Cl)cccc2Cl)cc1
-5.8	CCn1c(-c2cccc(S(=O)(=O)N3CCCC3)c2)n[nH]c1=S
-1.5	Cc1ccccc1C(=O)Nc1ccc(S(=O)(=O)Nc2onc(C)c2C)cc1
-18.7	CC(C)C[C@H](NC(=O)[C@@H]1Cc2ccccc2CN1C(=O)OC(C)(C)C)C(=O)NCC1CCC(C(=O)O)CC1 (some centres not stated)
9.0	C#CCn1c(=NC(=O)c2ccco2)sc2cccc(Cl)c21
12.1	CCN(Cc1ccccc1)S(=O)(=O)c1ccc(OC)c2ncccc12
5.5	Cc1c(O)c(CN(C)C)cc2c1oc(=O)c1ccccc12
-2.5	FC(F)(F)c1cc(-c2ccccn2)nc2cc(-c3ccccc3)nn12
-16.4	Cc1nnsc1C(=O)NNC(=O)c1ccc(C(F)(F)F)cc1
-1.1	Cc1ccc(N2C(=O)[C@@H]3C(C(=O)CN4C(=O)c5ccccc5C4=O)=NN[C@@H]3C2=O)c(C)c1
-0.9	O=C(Nc1ccc(Br)cn1)c1coc(=O)c(Br)c1
-13.8	COCCN(C(=S)Nc1ccccc1C)C(C)c1ccco1 (configuration not stated)
2.2	CC(NC(=O)C1CCCN1S(=O)(=O)c1ccc2c(c1)n(C)c(=O)c(=O)n2C)c1ccccc1 (configuration not stated)
-12.9	O=c1cc(C(F)(F)F)[nH]c2ccc(OC(F)(F)F)cc12
-22.3	CSc1nc(-c2ccccc2O)nc(-c2ccccc2O)n1
6.5	Clc1ccccc1-c1nc(-c2ccncc2)no1
11.8	O=C(NC(=S)Nc1cccc(F)c1)c1cccc([N+](=O)[O-])c1
-8.3	CCCCOCCCNC(=O)N[C@H](C(=O)O)C(C)CC (some centres not stated)
-6.8	Cc1cc(N2CCN(c3ccc(F)cc3)CC2)n2ncnc2n1
-4.5	CN1CCC=C(C(=O)N2c3ccccc3Sc3ccc(Cl)cc32)C1
-10.9	COc1ccc(C2NC(=O)NC(C)=C2[N+](=O)[O-])cc1OC (configuration not stated)
-12.2	COc1ccc(OC)c(C2=NOC(C(=O)Nc3cc(C)on3)C2)c1 (configuration not stated)
0.3	CCOC(=O)N1CN(C(=O)OCC)CN(C(=O)OCC)C1
2.8	CCOC(=O)/C(C#N)=C/Nc1ccsc1C(=O)OC
-3.4	O=C(NOC(=O)c1ccccc1)c1ccccc1
-2.4	O=C(Nc1cccc(Cl)c1N1CCOCC1)c1ccc([N+](=O)[O-])o1
-9.0	CCN(CC)S(=O)(=O)c1cc(NC(=O)NCCCl)ccc1C
-15.2	O=C(Nc1ccc(Oc2cccnc2)nc1)c1ccc(C(F)(F)F)cc1
3.0	CC(C)(C)OC(=O)NCCNC(=O)c1cccs1

Individual results from the list.
Under S1P3 antagonist, Cc1ccc(N2C(=O)[C@@H]3C(C(=O)CN4C(=O)c5ccccc5C4=O)=NN[C@@H]3C2=O)c(C)c1 has -1.1
Under S1P3 antagonist, Clc1ccccc1-c1nc(-c2ccncc2)no1 has 6.5
Under S1P3 antagonist, CN1CCC=C(C(=O)N2c3ccccc3Sc3ccc(Cl)cc32)C1 has -4.5

(next part)
S1P3 antagonist	compound
27.8	Cn1c(NCc2ccccc2Cl)nc2ccccc21
-5.8	CNc1ncc(-c2nnnn2-c2ccccc2)c(-c2ccccc2)n1
-3.4	Oc1ccc(Br)cc1CNc1ccccn1
4.3	CN(C)S(=O)(=O)c1ccc(Cl)c(NC(=O)COC(=O)C2CCCO2)c1 (configuration not stated)
-3.4	CSc1nc(N)n2nc(-c3ccccc3)cc2n1
6.8	CNC(=O)Nc1cccc(-c2ccnc(C)n2)c1
-3.4	O=C(O)CCN1c2ccccc2Sc2ccccc21
-6.2	O=C(O)CC1(CC(=O)Nc2ccccc2N2CCOCC2)CCCC1
-12.4	Cc1cc(C)n(-c2ccc3nnc(C)n3n2)n1
-13.2	CC(C)(C)c1ccc2c(c1)OC(C(=O)N/N=C\c1ccncc1)CO2 (configuration not stated)
-4.5	CCOc1ccc2c(c1)nc(NCCCO)n2Cc1ccccc1
-7.4	Cc1ccc(Nc2nc(C(=O)N3CCC(C(=O)NC(C)C)CC3)cs2)cc1
-45.8	CCn1cc(C(=O)NCc2cccs2)c(=O)c2cc(S(=O)(=O)N3CCOCC3)ccc21
-11.7	Cc1cccc2nc3c(nc12)-c1ccccc1C3=O
12.7	Fc1ccc(CNCCC(Cc2ccccc2)c2ccco2)cc1 (configuration not stated)
-4.4	Cc1noc(C)c1C(=O)N1CCC(C(=O)c2ccc(F)cc2F)CC1
-4.3	COc1ccc(CCNC(=O)CSc2nn(-c3ccccc3)c(=S)s2)cc1
-4.6	COc1ccc(CNC(=O)c2cc(-c3cc(C)cc(C)c3O)n[nH]2)cc1
-7.2	O=C(Nc1ccc(N2CCOCC2)cc1)c1nc2ccccc2s1
7.4	OCCC1CN(Cc2cc(F)ccc2-n2cccn2)CCN1Cc1ccc(F)cc1 (configuration not stated)
-10.8	O=C(NCC1CCCO1)C(=O)N/N=C/c1ccc(O)c(Cl)c1 (configuration not stated)
0.0	N#C/C(=C\c1ccc(OC(F)F)cc1)C(=O)N1CCCCC1
0.9	O=C(/C=C/c1ccc(F)cc1)N1CC[C@@]2(O)CCCC[C@H]2C1
-2.3	COc1cccc(C(=O)Nc2c[nH]c(=O)[nH]c2=O)c1
6.5	COc1ccc(/C=N/NC(=O)c2ccc3nc[nH]c3c2)cc1

An excerpt from the list above, as a working copy:
S1P3 antagonist	compound
-4.4	Cc1noc(C)c1C(=O)N1CCC(C(=O)c2ccc(F)cc2F)CC1
-4.3	COc1ccc(CCNC(=O)CSc2nn(-c3ccccc3)c(=S)s2)cc1

Continued.
S1P3 antagonist	compound
-11.2	O=C(NN1C(=O)C2C3C=CC([C@H]4CC34)[C@@H]2C1=O)c1ccc(Br)cc1 (some centres not stated)
2.1	O=C(CCc1ccc(O)cc1)N/N=C/c1coc2ccccc2c1=O
-13.9	O=C(CN1CCN(c2ccccc2)CC1)Nc1scc2c1c(=O)oc1ccccc12
-15.4	CC(=O)Nc1ccc(S(=O)(=O)Nc2nc3ccccc3nc2Nc2cccc(S(N)(=O)=O)c2)cc1
-7.0	O=C(/C=C/c1ccncc1)c1cc(Cl)ccc1O
5.1	CCCN(Cc1cc2cc(C)ccc2[nH]c1=O)C(=O)c1ccccn1
-0.7	Cc1ccc(N2CCN(C(=O)NC3CCCCC3)CC2C)cc1 (configuration not stated)
12.6	CCc1ccc(C(=O)NNc2ccc(Cl)cc2)cc1
-1.2	CSc1nnc(NC(=O)c2cc(=O)c3cc(C)cc(C)c3o2)s1
-0.3	COc1ccc(/C=N/NC(=O)c2ccc3nc[nH]c3c2)c(OC)c1OC
-7.5	CC(C)Oc1cccc(C(=O)C2CCCN(Cc3cccn3-c3cccnc3)C2)c1 (configuration not stated)
-8.0	Cc1ccc(S(=O)(=O)Nc2cc(-c3ccccc3)nn2C)cc1
-3.5	CC1=NN(C(=O)c2ccoc2C)C(O)(C(F)(F)F)C1 (configuration not stated)
-7.2	COc1cccc(N2CCN(CC(=O)NC3=Nc4ccccc4N=C(C)C3c3ccccc3)CC2)c1 (configuration not stated)
-10.3	CSc1sc(C(=O)NNC(C)=O)c2c1C=CCC2
2.2	C=CCOc1ccc(/C=C2\N=C(C)OC2=O)cc1OC
-4.9	CC(C)(C)OC(=O)N1CCC[C@H]1C(=O)N/N=C/c1ccc2ncccc2c1
-1.8	CCOC(=O)c1[nH]c2ccc(Br)cc2c1NC(=O)CCN1CCOCC1
4.9	COc1ccc(C2CC(C(F)(F)F)n3nc(C(=O)O)cc3N2)cc1 (configuration not stated)
6.5	CCNC(=S)/N=C(/Nc1ccc(OC)cc1)Nc1nc(C)cc(C)n1
-24.3	C=CCOc1ccc(C2c3c(oc4ccccc4c3=O)C(=O)N2c2ccccn2)cc1OCC (configuration not stated)
-3.7	CCCCNc1nc2c(-c3ccccc3)nnn2c2ccccc12
-7.8	CCOC(=O)c1c(-c2ccccc2)oc2ccc(OCC(=O)O)cc12
-7.0	Cc1c(NC(=O)C2CCN(S(=O)(=O)c3cccs3)CC2)c(=O)n(-c2ccccc2)n1C
-4.9	CCN(CC)C(=O)CSc1nnc(CSc2ncccn2)n1C

7 entries from above, arranged by molecular weight, descending.
S1P3 antagonist	compound
-11.2	O=C(NN1C(=O)C2C3C=CC([C@H]4CC34)[C@@H]2C1=O)c1ccc(Br)cc1 (some centres not stated)
-0.3	COc1ccc(/C=N/NC(=O)c2ccc3nc[nH]c3c2)c(OC)c1OC
-4.9	CCN(CC)C(=O)CSc1nnc(CSc2ncccn2)n1C
2.1	O=C(CCc1ccc(O)cc1)N/N=C/c1coc2ccccc2c1=O
5.1	CCCN(Cc1cc2cc(C)ccc2[nH]c1=O)C(=O)c1ccccn1
-0.7	Cc1ccc(N2CCN(C(=O)NC3CCCCC3)CC2C)cc1 (configuration not stated)
-10.3	CSc1sc(C(=O)NNC(C)=O)c2c1C=CCC2

Additional results follow.
S1P3 antagonist	compound
3.4	CCOc1ccc(CN(C)CC(=O)NCc2ccccc2)cc1
-14.9	COc1cccc(CSc2nc3ccncc3[nH]2)c1
9.5	CCC(=O)Nc1ccc(C(=O)CSc2nnc(-c3ccc(NS(=O)(=O)CC)cc3)o2)cc1OC
-3.5	Cc1ccccc1N1C(=O)C(Cc2ccc(F)cc2)S/C1=C(\C#N)C(N)=O (configuration not stated)
0.9	CN(C)S(=O)(=O)c1cccc(NC(=S)Nc2cccc3cnccc23)c1
3.1	Cc1nn(C2CCS(=O)(=O)C2)c(Cl)c1/C=C/C(=O)OCC(N)=O (configuration not stated)
-12.4	Cc1ccc(-c2csc(NC(=O)C[n+]3cc(-c4ccc(C)cc4)n4c3CCC4)n2)cc1
3.6	Cc1c(NS(=O)(=O)c2ccc(S(=O)(=O)c3ccccc3)s2)c(=O)n(-c2ccccc2)n1C
-3.0	CCN(Cc1cc2cc(C)ccc2[nH]c1=O)C(=O)c1cccc([N+](=O)[O-])c1
9.7	Cn1nc(C(F)(F)F)c(-c2ccccc2)c1NC(=O)CSCC(=O)O
-3.6	COc1ccc2nc(SCC(=O)C(C)(C)C)[nH]c2c1
-1.9	COc1ccccc1CNCC(=O)Nc1cc(S(=O)(=O)N2CCCCCC2)ccc1Cl
-1.9	CCN(CC)CC#Cc1ccc(C)cc1
8.5	Cc1occc1C(=O)N/N=C/c1ccc(N(C)C)cc1
-2.3	Cn1c(=O)c2c(ncn2CC(=O)N2CCCCCC2)n(C)c1=O
-2.0	Cc1cc(Nc2nc3c(c(=O)n(C)c(=O)n3C)n2C)n(-c2ccccc2)n1
-4.4	Brc1ccc(-c2nnc3sc(CN4CCc5ccccc5C4)cn23)cc1
-4.5	CCN(CC)S(=O)(=O)c1ccc(C(=O)Nc2nnc(NC(=S)Nc3ccccc3)s2)cc1
-1.4	COc1cc(/C=N/n2c(-c3cc(C)[nH]n3)n[nH]c2=S)ccc1O
2.7	CCOC(=O)CNC(=S)SC
-15.3	O=C(O)c1ccccc1CSc1nnc2c(n1)[nH]c1ccccc12
-0.1	Cc1nn(CCC#N)c(C)c1Oc1ccccc1O
2.6	O=C(O)[C@H]1Cc2ccccc2CN1S(=O)(=O)c1ccc(F)cc1
-7.2	FC(F)(F)c1cnc(N2CCSCC2)c(Cl)c1
-9.9	Cc1ccc(C(=O)NNC2=Nc3cc([N+](=O)[O-])ccc3OC2)cc1
-3.0	C/C(=C\c1cccs1)C(=O)c1c(C)cc(C)[nH]c1=O
-12.9	Nc1ccc(Br)c[n+]1Cc1cccc2cccnc12
-6.8	COc1ccc(/C=C2\SC(=S)N(CCCC(=O)Nc3ccc(O)cc3)C2=O)cc1
-6.7	O=C(Nc1c(S(=O)(=O)c2ccc(Cl)cc2)csc1Br)c1ccccc1Cl
8.3	CCn1c(=N)n(CC(=O)c2ccc(Br)s2)c2ccccc21
-6.7	Cc1cc(/C=C2\NC(=O)NC2=O)c(C)n1-c1cccnc1
8.8	COc1ccccc1NC(=O)c1coc(=O)c(Br)c1
3.8	COc1cc(/C=C2\SC(=O)NC2=O)ccc1Oc1ccc([N+](=O)[O-])cn1
-6.0	Cc1ccsc1/C=N/NC(=O)Cn1nc(C)c([N+](=O)[O-])c1C
-4.3	NC(=O)N\N=C/C=C/C=C/c1ccc(F)cc1
6.7	COC(=O)c1sc(NC(=O)c2ccc([N+](=O)[O-])o2)c(C#N)c1C
0.6	O=C(CC(C(=O)O)c1ccccc1)c1cccs1 (configuration not stated)

These rows are one share of the data. The share of hits here may be higher or lower than overall.
